IL1B NFkB pot: enhances IL-1B driven NFkB nuclear translocation. HUVEC IL-1B NFkB p65 nuclear translocation imaging. activation, % at 2 µM. actives 0.3% (n = 94,000). AID 819;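 active = activation above 40%, about the mean plus 3 SD, also judged a hit on visual image review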;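 also: percent activation is computed from the nuclear over cytoplasmic p65 intensity ratio; values of inactives mirror those of a sister screen read the other way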
NFkB transloc inh: blocks IL-1B driven NFkB nuclear translocation in HUVEC cells; HUVEC IL-1B NFkB p65 nuclear translocation imaging; inhibition, % at 2 µM; actives 0.43% (n = 94,000); AID 796;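 active = inhibition above about 30% together with a positive call from visual inspection of the well image, limit read from the data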;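 also: nuclear over cytoplasmic p65 intensity ratio measured by imaging; 0% = IL-1B stimulated DMSO wells and 100% = unstimulated DMSO wells; values of inactives mirror those of a sister screen read the other way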
Bcl-B TR3 displacers: displacers of TR3 peptide from Bcl-B, primary screen, selectivity assay for Bfl-1 inhibitor project, biochemical, fluorescence polarization; FP displacement of FITC-TR3 peptide from Bcl-B; higher % means a stronger effect; displacement, % at 20 µM; hits with a dose series show IC50 in µM; actives 0.11% (n = 96,000);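 active = displacement above 50% at 20 µM plus a fluorescence interference ratio under 1.5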;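 also: plate controls were wells without compound for no effect and wells lacking Bcl-B protein for full effect; a part of the inactive calls stands beside numbers as strong as those of hits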
PLAP inhibition: inhibition of human placental alkaline phosphatase – biochemical, luminescence, HTS (AID 690); inhibition, % at 20 µM; hits with a dose series show IC50 in µM; purified PLAP, luminescent substrate; higher % means a stronger effect; actives 0.08% (n = 96,000); in the data active = a potency from the dose series; inactive = the rest, 99 in 100 with inhibition below about 30%; also: strong numbers were not always called active
MRP reversal: reverses drug resistance mediated by MRP. H69AR cells + 2 uM doxorubicin, CellTiter-Glo, 72 h. differential viability (reversal), % at 10 µM. actives 0.04% (n = 85,000). AID 602;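 active = viability drop by adding the cancer drug above about 55%, with treated viability meeting a 40% cutoff, limit read from the data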;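 also: viability without doxorubicin minus viability with 2 µM doxorubicin for each compound; larger differential means the compound sensitizes cells more to doxorubicin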
MRP reversal cytotoxicity: further read-out of MRP reversal, marked with its call; viability, %; H69AR cells, CellTiter-Glo, 72 h; measured here: cytotoxicity without doxorubicin
MRP reversal with doxorubicin: further read-out of MRP reversal, marked with its call; viability, %; measured here: viability with 2 uM doxorubicin; stronger effect = lower value
NFkB transloc inh cell count 2 µM: recorded beside NFkB transloc inh, whose call it bears; cell count; measured here: cells passing quality filter;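 raw number of nuclei counted in each imaged well without normalization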
IL1B NFkB pot cell count 2 µM: second read-out of IL1B NFkB pot, no call of its own (marks repeat the call); cell count; measured here: cells passing quality filter
* = called active by the depositor; nt = not tested or not shown.

SMILES	IL1B NFkB pot	IL1B NFkB pot cell count 2 µM	NFkB transloc inh	NFkB transloc inh cell count 2 µM	Bcl-B TR3 displacers	PLAP inhibition	MRP reversal	MRP reversal cytotoxicity	MRP reversal with doxorubicin
CC(Cc1ccccc1)NC(=O)C1(c2ccccc2)CCOCC1 (stereo not drawn)	-4	121	4	121	-9%	15%	-5	101	106
CCc1ccc(C(=O)N2CCCC2)s1	5	140	-5	140	-4%	-6%	2	98	96
Cc1nc2c(-c3ccc(F)cc3)c(C)nn2c(C)c1CCC(=O)NCc1ccco1	-8	149	8	149	-5%	6%	11	87	76
Cc1ccc2cc(C(c3nnnn3C3CCCC3)N3CCN(c4ccccc4)CC3)c(=O)[nH]c2c1 (stereo not drawn)	28	74	-28	74	-5%	-47%	nt	nt	nt
COc1ccccc1N1CCN(C(c2ccccn2)c2nnnn2C2CCCCC2)CC1 (stereo not drawn)	-2	127	2	127	4%	-70%	5	89	84
CCn1c(COc2ccccc2)nc2ccccc21	-7	154	7	154	nt	nt	9	105	95
C=CCNC(=O)C1CCN(S(=O)(=O)c2ccc(Br)cc2)CC1	29	134	-29	134	1%	1%	8	75	68
Cc1cc(C)c2nc(SCCC#N)nc(C)c2c1	17	127	-18	127	-13%	-56%	0	76	76
Cn1cc(Cl)c(C(=O)NC2CCCCCC2)n1	16	155	-16	155	-5%	-6%	-13	89	102
NC(=S)c1cc2ccc(O)cc2oc1=O	-4	114	4	114	-50%	16%	nt	nt	nt
COc1ccccc1Nc1nc(-c2ccc([N+](=O)[O-])cc2)nc2ccccc12	5	134	-5	134	nt	nt	nt	nt	nt
CCn1c(=O)cc(SCC(=O)Nc2cccnc2)c2ccccc21	-7	128	7	128	-4%	2%	nt	nt	nt
CCOC(=O)N1CCN(c2cc(N3CCN(CC)CC3)c(F)cc2[N+](=O)[O-])CC1C (stereo not drawn)	-1	131	-15	160	5%	-40%	nt	nt	nt
Cc1ccc(-n2nc3cc(C)c(NC(=O)c4cccnc4)cc3n2)cc1	-5	93	5	93	nt	nt	3	82	79
CC(C)C(C(=O)Nc1cccnc1)N1C(=O)c2ccccc2C1=O (stereo not drawn)	-4	68	4	68	-5%	13%	nt	nt	nt

Three compounds already listed, arranged by the value under IL1B NFkB pot, lowest first:
SMILES,IL1B NFkB pot,IL1B NFkB pot cell count 2 µM,Bcl-B TR3 displacers,PLAP inhibition
Cc1ccc(-n2nc3cc(C)c(NC(=O)c4cccnc4)cc3n2)cc1,-5,93,nt,nt
CCc1ccc(C(=O)N2CCCC2)s1,5,140,-4%,-6%
Cc1ccc2cc(C(c3nnnn3C3CCCC3)N3CCN(c4ccccc4)CC3)c(=O)[nH]c2c1 (stereo not drawn),28,74,-5%,-47%

Other records:
SMILES	IL1B NFkB pot	IL1B NFkB pot cell count 2 µM	NFkB transloc inh	NFkB transloc inh cell count 2 µM	Bcl-B TR3 displacers	PLAP inhibition	MRP reversal	MRP reversal cytotoxicity	MRP reversal with doxorubicin
COC(=O)c1[nH]c2cc(OC)c(OC)cc2c1NC(=O)CN1CCN(Cc2ccccc2)CC1	nt	nt	nt	nt	-4%	-64%	28	65	37
C=CCNC(=S)NNC(=O)c1ccc(OCC)cc1	1	177	-1	177	-12%	-66%	nt	nt	nt
Cc1cccc(NC(=O)CN(C)S(=O)(=O)c2ccc(Cl)cc2)n1	nt	nt	nt	nt	-12%	13%	0	86	86
CCCOc1ccc(C2C(C#N)=C(N)Oc3nc[nH]c(=O)c32)cc1OC (stereo not drawn)	-1	143	1	143	-7%	5%	33	98	64
Cc1ccc(C)c(OC(=O)c2ccncc2)c1	8	110	-8	110	nt	nt	-23	70	93
COc1ccccc1C1C=C(c2ccc(Cl)cc2)Nc2nc(NS(C)(=O)=O)nn21 (stereo not drawn)	8	140	-8	140	42%	-36%	2	89	87
CCCCN1C(=O)N(C)C2C1N(C)C(=O)N2CCCC (stereo not drawn)	-3	152	3	152	nt	nt	9	90	81
COc1ccc(CCNC2CC(=O)N(CCc3ccccc3)C2=O)cc1OC (stereo not drawn)	31	102	-31	102	-7%	-40%	4	102	98
CCCCOc1[nH]c2nc(-c3ccco3)n(Cc3ccco3)c(=N)c2c1C#N	10	177	-10	177	49%	-29%	13	54	41
CCOc1ccc2nc(N/C(N)=N/C(=S)Nc3cccc(C)c3)nc(C)c2c1	1	129	-1	129	-8%	-36%	nt	nt	nt
C(#CCN1CCOCC1)COCCCOC(c1ccccc1)c1ccccc1	3	142	-4	142	10%	-72%	1	82	81
O=C(CSCc1nc2ccccc2[nH]1)Nc1ccccc1	-12	148	12	148	-16%	5%	nt	nt	nt
Brc1ccc(Sc2cnc3ccccc3n2)cc1	9	66	-9	66	-2%	11%	16	97	81
CCOC(=O)Cc1csc(NC(=O)CSc2nnnn2-c2ccc(CC)cc2)n1	-6	174	6	174	-12%	-46%	12	93	81
CCOC(=O)c1sc(NC(=O)c2ccncc2)nc1C	1	81	-1	81	nt	nt	7	96	89
CN1CCN(CC(=O)Nc2nc(-c3ccccc3)cs2)CC1	26	152	-26	152	-3%	-19%	-9	79	89
Cc1cc(C)cc(NC(=O)CN2C(=O)NC(C)(c3ccccc3)C2=O)c1 (stereo not drawn)	-4	172	4	172	-13%	7%	0	86	86
c1ccc(CCc2ccccc2-c2nc(-c3cccnc3)no2)cc1	-3	114	3	114	2%	-43%	12	90	78
O=C(Cn1cnc2scc(-c3ccc(F)cc3)c2c1=O)N1CCOCC1	8	174	-8	174	6%	-55%	6	94	88
Cc1ccc(-c2nc(=S)c3c(n2Cc2ccco2)CC(C)(C)OC3)cc1	10	132	-10	132	-5%	-20%	-2	76	78
ONC(=Nc1ccccc1)C(=Nc1ccccc1)NO	33	131	-34	131	2%	4%	-4	86	90
Cc1ccc(N2C(=O)CC(NCc3ccc4c(c3)OCO4)C2=O)cc1Cl (stereo not drawn)	-3	178	3	178	-10%	-73%	-6	73	80
CCOC(=O)c1cccc(S(=O)(=O)N(CCO)Cc2cc3cc(OC)ccc3[nH]c2=O)c1	2	140	-2	140	-4%	-23%	nt	nt	nt
Nn1c(-c2ccccn2)nnc1-c1ccccn1	6	124	-6	124	1%	23%	nt	nt	nt
O=C(NCCCN1CCCC1=O)c1nnc(Cc2c(F)cccc2Cl)o1	11	146	-11	146	-9%	16%	4	96	92
COc1ccc(NC(=O)COC(=O)c2ccc(OCc3c(C)noc3C)cc2)cc1OC	-20	152	20	152	5%	7%	8	91	83
O=C(/C=C/Nc1cccc(C(F)(F)F)c1)C(F)(F)F	5	127	-5	127	-4%	2%	nt	nt	nt
O=S(=O)(Nc1ccc(F)cc1)c1ccc(NC(=S)Nc2ccccc2)cc1	-3	98	3	98	-3%	-1%	nt	nt	nt
COc1ccc(NC(=O)CN2CCN(S(=O)(=O)c3ccc(Cl)cc3)CC2)cc1Cl	-4	191	4	191	1%	9%	-4	83	86
CC1=C(C)CC(C(=O)Nc2cccc(Cl)c2)C(C(=O)O)C1 (stereo not drawn)	18	165	-18	165	0%	10%	-1	91	92

Full records, looked up by structure:
CC1=C(C)CC(C(=O)Nc2cccc(Cl)c2)C(C(=O)O)C1 (stereo not drawn) across the screens: IL1B NFkB pot: 18; IL1B NFkB pot cell count 2 µM: 165; NFkB transloc inh: -18; NFkB transloc inh cell count 2 µM: 165; Bcl-B TR3 displacers: 0%; PLAP inhibition: 10%; MRP reversal: -1; MRP reversal cytotoxicity: 91; MRP reversal with doxorubicin: 92
O=S(=O)(Nc1ccc(F)cc1)c1ccc(NC(=S)Nc2ccccc2)cc1 across the screens: IL1B NFkB pot: -3; IL1B NFkB pot cell count 2 µM: 98; NFkB transloc inh: 3; NFkB transloc inh cell count 2 µM: 98; Bcl-B TR3 displacers: -3%; PLAP inhibition: -1%; MRP reversal: nt; MRP reversal cytotoxicity: nt; MRP reversal with doxorubicin: nt
O=C(NCCCN1CCCC1=O)c1nnc(Cc2c(F)cccc2Cl)o1 across the screens: IL1B NFkB pot: 11; IL1B NFkB pot cell count 2 µM: 146; NFkB transloc inh: -11; NFkB transloc inh cell count 2 µM: 146; Bcl-B TR3 displacers: -9%; PLAP inhibition: 16%; MRP reversal: 4; MRP reversal cytotoxicity: 96; MRP reversal with doxorubicin: 92

Remaining list, next part
SMILES	IL1B NFkB pot	IL1B NFkB pot cell count 2 µM	NFkB transloc inh	NFkB transloc inh cell count 2 µM	Bcl-B TR3 displacers	PLAP inhibition	MRP reversal	MRP reversal cytotoxicity	MRP reversal with doxorubicin
Cn1cc(C(=O)c2ccc(Cl)cc2Cl)cc1C(=O)N/N=C(\N)COc1ccc(Cl)cc1Cl	8	82	-8	82	-6%	-67%	-31	18	49
CC1CN(c2nc3ccccc3nc2C(C#N)C(=O)OC2CCCCC2)CC(C)O1 (stereo not drawn)	-6	138	6	138	38%	-13%	17	85	68
CC1=CC(C)(C)NC(=S)N1c1cccc2ccccc12	14	134	-14	134	nt	nt	-18	84	102
COC(=O)c1[nH]c(C)c(/C(O)=C2\C(=O)C(=O)N(CCN3CCOCC3)C2c2cccnc2)c1C (stereo not drawn)	-9	86	9	86	-7%	-5%	0	89	89
Cc1nc(CSc2ccc(Cl)cc2)cc(N2CCOCC2)n1	1	173	-1	173	9%	3%	nt	nt	nt
COc1cc2c(C(=O)N3CCN(c4ccccc4)CC3)c(C)oc2cc1Br	-3	82	3	82	-10%	4%	-47	23	70
Oc1ccccc1N1CCN(c2ncccn2)CC1	-7	155	7	155	7%	11%	nt	nt	nt
Cc1ncsc1C(=O)N1N=C2/C(=C/c3ccc(N4CCOCC4)cc3)CCCC2C1c1ccc(N2CCOCC2)cc1 (stereo not drawn)	-8	181	8	181	-192%	-41%	nt	nt	nt
COc1ccc(OC)c(C(=O)c2coc3ccc(O)cc23)c1	-12	131	12	131	0%	-2%	-29	24	53
CCCNS(=O)(=O)c1ccc(OCC(=O)Nc2ccccc2F)cc1	-1	152	1	152	nt	nt	7	85	79
CCCc1nc(SCc2ccccn2)c2c(=O)n(C)c(=O)n(C)c2n1	3	57	-2	57	10%	-20%	-5	71	76
COc1ccc(CSCC(=O)N/N=C/c2ccccc2OCc2ccccc2)cc1	23	209	-23	209	3%	-16%	nt	nt	nt
COc1ccc(Cl)cc1NC(=O)NC(C)c1ccncc1 (stereo not drawn)	5	132	-5	132	-12%	-2%	-5	52	57
O=c1cc(CO)oc(CN2CCN(Cc3ccccc3)CC2)c1O	-5	162	5	162	-9%	-21%	5	100	95
C=CCOc1ccc(Cl)cc1CNCCCN1CCOCC1	-6	109	6	109	2%	3%	nt	nt	nt
CCOC(=O)c1cc(-c2ccccc2)n(CCC(=O)O)c1C	5	186	-5	186	0%	-27%	-10	80	90
CC(C)(C)C(=O)NNC(=O)CCCOc1ccc(Cl)cc1Cl	3	116	-3	116	-9%	-48%	nt	nt	nt
Cc1ccccc1C(=O)NC(=S)Nc1ccc(S(=O)(=O)N(C)c2ccccc2)cc1	-4	177	4	177	-3%	-18%	nt	nt	nt

Of the compounds above, these have a thiophene ring, fused or not:
SMILES	IL1B NFkB pot	IL1B NFkB pot cell count 2 µM	NFkB transloc inh	NFkB transloc inh cell count 2 µM	Bcl-B TR3 displacers	PLAP inhibition	MRP reversal	MRP reversal cytotoxicity	MRP reversal with doxorubicin
CCc1ccc(C(=O)N2CCCC2)s1	5	140	-5	140	-4%	-6%	2	98	96
O=C(Cn1cnc2scc(-c3ccc(F)cc3)c2c1=O)N1CCOCC1	8	174	-8	174	6%	-55%	6	94	88

Screening data: PubChem, several laboratories

Only part of the results is shown, so the mix of outcomes need not match the whole.
